UBC13 inh = human UBC13 polyubiquitination inhibition; actives 0.47% (n = 330,000); UBC13 polyubiquitin chain formation, TR-FRET; AID 485273; inhibition, % at 20 µM; P61088; in the data active = inhibition above about 45%, passing the limit was not always enough; inconclusive = no clear call, values can overlap the other calls
SENP7 block = blocks the human protease SENP7. Q9BQF6. recombinant SENP7, Z-RLRGG-aminoluciferin luminescence, 40 min. inhibition, % at 5 µM. actives 1.5% (n = 330,000);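 active = inhibition above about 50% at the single test dose, limit read from the data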;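 also: plate controls were DMSO with enzyme for no effect and no enzyme buffer wells for full effect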
SENP8 block-1 = SENP8 (human) protease inhibition; actives 0.64% (n = 360,000); recombinant SENP8, Nedd8 substrate fluorescence; inhibition, % at 20 µM; AID 602440; Q96LD8; in the data active = inhibition mostly above about 40%, no sharp cut-off; inactive = mostly below about 27%
SENP1 FRET inh = blocks the human SENP1 SUMO protease catalytic domain | Q9P0U3 | recombinant SENP1 catalytic domain, CyPet-SUMO1-YPet FRET cleavage | inhibition, % at 10 µM | actives 0.21% (n = 360,000) | AID 624204;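 active = inhibition at least 30% at 10 µM, raw YFP signal under a set limit, fluorescence ratio 0.5 to 1.5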;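 also: 0% = enzyme with DMSO and 100% = no enzyme wells; some results filed as inactive read as strong as hits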
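Controls: no-enzyme wells low, DMSO-plus-enzyme wells high control. Test system: human recombinant His6-tagged SENP1 catalytic domain enzyme. Reagent: SFCypet-SUMO1-SFYpet FRET protein substrate, 25 nM final. Doses: one dose per compound, 10 µM, 0.5% DMSO. Detection: FRET, CFP and YFP emission. Timing: 50 min reaction at room temperature.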
SENP6 inh = SENP6 protease inhibition; AID 2599; actives 1.8% (n = 330,000); Q9GZR1; inhibition, % at 10 µM; Recombinant SENP6 catalytic domain, aminoluciferin luminescence;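 active = inhibition above about 50% at the single tested dose, limit read from the data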;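 also: plate controls were DMSO wells with enzyme for no effect and DMSO wells lacking enzyme for full effect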
SENP8 block-2 = inhibitors of human SENP8 protease; Q96LD8; purified SENP8, Z-RLRGG-aminoluciferin cleavage, luminescence; inhibition, % at 10 µM; actives 1.2% (n = 330,000); AID 2540; in the data active = inhibition above about 50%
beta cell repl = inducers of beta-cell replication in MIN6 cells; MIN6 cells proliferation, ATPlite luminescence, 48 h; cells starved in 0.2% serum; 100% = growth in 10% serum; proliferation, % at 10 µM; actives 0.29% (n = 330,000);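 active = compounds whose signal lies at least 3.5 SD above the mean of all wells on their plate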;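 also: 0% = DMSO-treated cells in low-serum medium and 100% = 10% serum control; some compounds called inactive have numbers as strong as hits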
HKDC1 inhibitor = blocks human hexokinase HKDC1 activity. Q2TB90. recombinant HKDC1, G6PDH/diaphorase resazurin coupled fluorescence. inhibition, % at 20 µM. actives 0.16% (n = 340,000). AID 493160;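 active = inhibition above about 35% when tested at 20 µM, limit read from the data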;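 also: plate controls were DMSO wells with enzyme for no effect and DMSO wells lacking enzyme for full effect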
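Test system: recombinant HKDC1 (HK5) hexokinase enzyme, produced in-house; Amount: enzyme 5 µg/mL final; Buffer or medium: Tris pH 8.0 buffer with MgCl2, Tween-20, BSA, BME; Reagent: glucose and ATP substrates; Doses: 20 µM test compound, 1% DMSO; Incubation: 90 min reaction incubation at room temperature, dark; Detection: resorufin fluorescence at 613 nm.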
PfG6PD inh = PfG6PD (Plasmodium falciparum) enzyme inhibition | PfGluPho enzyme, NADPH resazurin-diaphorase fluorescence | inhibition, % at 20 µM | actives 0.78% (n = 350,000) | AID 504690;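 active = inhibition reaching at least a set limit at 20 µM in the primary screen, cut at about 59% in these data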;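 also: 0% = DMSO wells with substrate and 100% = DMSO wells lacking glucose-6-phosphate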
Active calls of the source: *; ? = inconclusive; nt = no result given.

Start of the listing, in advance (three entries):
# | SMILES | SENP7 block | beta cell repl | SENP1 FRET inh | PfG6PD inh | SENP6 inh | HKDC1 inhibitor | SENP8 block-2 | SENP8 block-1 | UBC13 inh
1 | O=C(NCCN1CCOCC1)C1CCC(CNS(=O)(=O)c2ccc(Cl)cc2)CC1 (stereo not drawn) | 60* | 0 | 3 | -4 | 10 | 0 | -52 | 7 | 4
2 | CSc1nsc(/C=C/Nc2ccc(Cl)cc2)c1C#N | 7 | -4 | 8 | -15 | 55* | 0 | 23 | -220 | -19
3 | COC(=O)CCC(=O)OC1(C)C(=O)C=C2C=C(C3CC3)N(C3CC3)C=C2C1=O (stereo not drawn) | 6 | 0 | -40 | 58 | 19 | 16 | 5 | -6 | -38

This part in full, from the start:
# | SMILES | SENP7 block | beta cell repl | SENP1 FRET inh | PfG6PD inh | SENP6 inh | HKDC1 inhibitor | SENP8 block-2 | SENP8 block-1 | UBC13 inh
1 | O=C(NCCN1CCOCC1)C1CCC(CNS(=O)(=O)c2ccc(Cl)cc2)CC1 (stereo not drawn) | 60* | 0 | 3 | -4 | 10 | 0 | -52 | 7 | 4
2 | CSc1nsc(/C=C/Nc2ccc(Cl)cc2)c1C#N | 7 | -4 | 8 | -15 | 55* | 0 | 23 | -220 | -19
3 | COC(=O)CCC(=O)OC1(C)C(=O)C=C2C=C(C3CC3)N(C3CC3)C=C2C1=O (stereo not drawn) | 6 | 0 | -40 | 58 | 19 | 16 | 5 | -6 | -38
4 | C=CCNC(=S)Nc1sc2c(c1C(=O)OCC)CC(C(C)C)OC2 (stereo not drawn) | 4 | -1 | -3 | -6 | -4 | -2 | 6 | 16 | 43
5 | CN(Cc1ccccc1)C(=O)C(=O)c1cn(CC(=O)N2CCCC2)c2ccccc12 | 7 | -4 | 0 | 0 | -7 | -9 | -3 | -7 | -2
6 | CCN(c1nc(N)c(C(=O)N=C(N)N)nc1Cl)C(C)C | -1 | -4 | -20 | -4 | -14 | -4 | -6 | -186 | -12
7 | O=C(NC(=S)Nc1ccc(F)c([N+](=O)[O-])c1)c1ccccc1F | -9 | -4 | 1 | 17 | -7 | -8 | -1 | 21 | 8
8 | Cc1cc(-c2c(C)[nH]n(-c3ccc(Cl)cc3)c2=O)n[nH]1 | 1 | -3 | 3 | 53 | 33 | -9 | 7 | 18 | -9
9 | Cc1nc(-c2noc(-c3ccc(Cl)cc3)n2)c(C(F)(F)F)o1 | -9 | -1 | 1 | 8 | 12 | -4 | 17 | 7 | -6
10 | CCN(CC)c1cc(C)c2cc(NC(=O)c3cccs3)ccc2n1 | -7 | -5 | -8 | 14 | -36 | 1 | -9 | -51 | -9
11 | Cc1ccc(SCC(=O)NC(=O)NC2CCCC2)c(C)c1 | 7 | -1 | 1 | -12 | -8 | 4 | -10 | 22 | 5
12 | CCOCc1c(C(=O)NCc2ccccc2CN2CCCC2)oc2ccccc12 | 4 | -5 | -15 | -1 | -5 | -3 | -6 | 2 | -7
13 | O=S(=O)(Nc1cccnc1Cl)c1ccc(-c2ccccc2)cc1 | -9 | 1 | 1 | -2 | -11 | 0 | -13 | -5 | 1
14 | Cn1cc(/C=C2\SC(=S)N(N3CCOCC3)C2=O)c2ccccc21 | -4 | -1 | 2 | 12 | -6 | 8 | -4 | 9 | -77
15 | CCOc1ccc(CCNS(=O)(=O)c2cnc[nH]2)cc1OCC | -1 | 0 | -1 | -2 | -16 | 3 | -4 | 6 | -2

No new results follow: two of the compounds above.
# | SMILES | SENP7 block | beta cell repl | SENP1 FRET inh | PfG6PD inh | SENP6 inh | HKDC1 inhibitor | SENP8 block-2 | SENP8 block-1 | UBC13 inh
1 | O=C(NCCN1CCOCC1)C1CCC(CNS(=O)(=O)c2ccc(Cl)cc2)CC1 (stereo not drawn) | 60* | 0 | 3 | -4 | 10 | 0 | -52 | 7 | 4
2 | CSc1nsc(/C=C/Nc2ccc(Cl)cc2)c1C#N | 7 | -4 | 8 | -15 | 55* | 0 | 23 | -220 | -19

Whole records as entered above:
`O=C(NC(=S)Nc1ccc(F)c([N+](=O)[O-])c1)c1ccccc1F` as listed: SENP7 block: -9; beta cell repl: -4; SENP1 FRET inh: 1; PfG6PD inh: 17; SENP6 inh: -7; HKDC1 inhibitor: -8; SENP8 block-2: -1; SENP8 block-1: 21; UBC13 inh: 8
`CCN(c1nc(N)c(C(=O)N=C(N)N)nc1Cl)C(C)C` as listed: SENP7 block: -1; beta cell repl: -4; SENP1 FRET inh: -20; PfG6PD inh: -4; SENP6 inh: -14; HKDC1 inhibitor: -4; SENP8 block-2: -6; SENP8 block-1: -186; UBC13 inh: -12

Following part
# | SMILES | SENP7 block | beta cell repl | SENP1 FRET inh | PfG6PD inh | SENP6 inh | HKDC1 inhibitor | SENP8 block-2 | SENP8 block-1 | UBC13 inh
16 | Cc1c(CC(=O)NCC(=O)NCC(=O)O)c(=O)oc2c(C)c3oc4c(c3cc12)CCCC4 | 8 | 1 | -42 | -21 | 11 | 6 | 1 | -285 | 7
17 | CCOC(=O)c1c(NC(=O)CSc2nnc(-c3cccnc3)o2)sc(C)c1C | 2 | -1 | 0 | -2 | -13 | 1 | 1 | 16 | 4
18 | CN(C)S(=O)(=O)c1cccc(C(=O)NCCc2ccccc2)c1 | 4 | -2 | 0 | 7 | -10 | -8 | -6 | 22 | 3
19 | COc1ccc(-c2cc(=O)oc3c(C)c(OC(C)C(=O)NCc4ccccn4)ccc23)cc1 (stereo not drawn) | 9 | 4 | 1 | 0 | -24 | 1 | -14 | 1 | 8
20 | O=S1(=O)CC(O)C(N2CCC(c3ccccc3)CC2)C1 (stereo not drawn) | 7 | -2 | 3 | -8 | 10 | -12 | 7 | 14 | -2
21 | CCOc1ccccc1N/C=C(\C#N)c1nc2ccccc2n1C | 11 | -1 | -14 | 3 | 10 | -7 | 3 | 10 | -1
22 | O=C(COC(=O)c1ccc(S(=O)(=O)NCc2ccco2)cc1)Nc1ccccc1OC(F)F | -1 | -3 | -2 | -1 | 3 | -1 | 4 | 19 | 9
23 | CNCCC(Oc1ccccc1OC)c1ccccc1 (stereo not drawn) | -5 | -2 | 0 | -14 | 2 | -6 | 1 | 4 | 9
24 | CN(C)c1ccc(O)c2c1CC1CC3[C@@H](N(C)C)C(=O)C(C(N)=O)C(=O)[C@]3(O)C(=O)C1C2=O (stereo partly drawn) | 10 | -4 | 7 | -3 | 2 | 2 | 11 | 26 | 10
25 | O=C(COc1nc2ccccc2nc1N1CCOCC1)NCC(F)(F)F | -6 | -1 | 0 | -6 | -9 | -14 | -3 | 2 | 8
26 | Cc1oc(-c2ccccc2F)nc1CN1CCC(C(=O)NCc2cccs2)CC1 | 4 | 1 | -6 | 7 | 9 | 1 | 1 | -7 | -8
27 | CC(C)C(C)(C#N)NC(=O)CSc1nncn1-c1ccccc1 (stereo not drawn) | -2 | -1 | -2 | -15 | -4 | 0 | -8 | 4 | -1
28 | CN1/C(=C\C(=O)CN2C(=O)NC3(CCCCCC3)C2=O)C(C)(C)c2ccccc21 | -9 | -4 | 1 | 7 | -5 | 0 | -7 | -211 | -6
29 | CCCCNC(=O)COC(=O)c1ccc(NC(C)=O)cc1 | 8 | 3 | 1 | -3 | 3 | -10 | 3 | 2 | -4
30 | CC(C)Oc1ccc(C(=O)Nc2ccc3c(c2)n(C)c(=O)n3C)cc1 | -1 | -1 | 0 | 17 | 5 | -18 | -4 | 13 | -6

Carrying on:
# | SMILES | SENP7 block | beta cell repl | SENP1 FRET inh | PfG6PD inh | SENP6 inh | HKDC1 inhibitor | SENP8 block-2 | SENP8 block-1 | UBC13 inh
31 | COc1ccc(N2CC(C(=O)N/N=C/c3ccccc3)CC2=O)cc1 (stereo not drawn) | 7 | -2 | 3 | -6 | -13 | -5 | 8 | 23 | 1
32 | CS(=O)(=O)C1=NSC2=NC(=O)/C(=C\c3ccc(OC(=O)c4ccco4)cc3)C(=N)N21 | 7 | -4 | nt | nt | 30 | nt | 31 | nt | -16
33 | COc1ccc(CC(=O)OCC(=O)NCc2ccccc2Cl)cc1OC | -4 | -1 | 1 | -4 | -2 | 5 | -1 | 8 | 3
34 | COC(=O)COc1ccc2occ(C(C)=O)c2c1 | 1 | -3 | -2 | -2 | -26 | -10 | -2 | 6 | 6
35 | COc1cc2c(=O)n(Cc3ccco3)c(=O)n(CC(=O)c3cccc(Br)c3)c2cc1OC | 0 | -3 | nt | 0 | 1 | -2 | -3 | nt | -3
36 | CCN(CC)S(=O)(=O)c1ccc2c(c1)nc(SCc1nc3ccsc3c(=O)[nH]1)n2CC | 2 | 0 | -18 | 4 | -3 | 4 | 3 | 11 | 6
37 | C/C(=N\Nc1cc(N2CCCCC2)nc(C)n1)c1ccc(Br)cc1 | -5 | -4 | 13 | 17 | -15 | -1 | -18 | 7 | 28
38 | CCOCCCNC(=O)c1cn(CC)c2ccc(S(=O)(=O)N3CCOCC3)cc2c1=O | -5 | -3 | 4 | -5 | 7 | -5 | -1 | 13 | -10
39 | CCc1cccc2c(-c3csc(=NC)n3C)c[nH]c12 | 2 | -4 | -2 | 8 | 12 | -2 | 0 | -6 | 12
40 | O=C(COc1ccc(S(=O)(=O)NCc2ccccc2)cc1Cl)NCc1ccncc1 | -9 | -3 | 0 | -7 | -19 | -5 | 2 | 14 | 2
41 | Cc1cccc(NC(=O)c2sc3nc(N4CCOCC4)c4c(c3c2N)CCCC4)c1 | -3 | -6 | -68 | 53 | 23 | 5 | 23 | -376 | ?
42 | CC1(C)C2CC[C@]3(C)C(CC=C4[C@@H]5C[C@@](C)(CO)[C@@H]6C[C@@]5(CC[C@]43C)C(=O)O6)[C@@]2(C)CC[C@@H]1O (stereo partly drawn) | -6 | -2 | nt | 1 | 1 | 4 | 3 | nt | 4
43 | C=CCn1c(=O)c2ccccc2n2c(SCc3nnc(-c4ccccc4Br)o3)nnc12 | 9 | -3 | -1 | 17 | -15 | -5 | 2 | -2 | 0
44 | CCOc1ccc2c(c1)nc(SCC(=O)c1cccs1)n2C | 3 | 0 | 0 | 43 | 12 | 1 | -5 | 20 | 5
45 | O=C(NC(=S)Nc1ccc(S(=O)(=O)Nc2nccs2)cc1)c1ccccc1 | -2 | 0 | -1 | -28 | 64* | 0 | 32 | 14 | -1

Looked up above:
beta cell repl with no. 45 : 0
UBC13 inh with no. 31 : 1

(list continues)
# | SMILES | SENP7 block | beta cell repl | SENP1 FRET inh | PfG6PD inh | SENP6 inh | HKDC1 inhibitor | SENP8 block-2 | SENP8 block-1 | UBC13 inh
46 | CCOc1ccc2nc(S(N)(=O)=O)sc2c1 | 5 | -2 | 1 | 8 | 0 | 1 | 1 | -4 | 0
47 | CCOC(=O)NC(C)N1C(=O)C2C3C=CC(C3)C2C1=O (stereo not drawn) | -2 | 2 | 0 | -5 | -8 | -6 | -1 | 14 | 7
48 | Cc1c(Cl)cccc1NC(=S)N1CCN(Cc2ccccc2)CC1 | -6 | -5 | 1 | 0 | -9 | 2 | -2 | 19 | -13
49 | Cc1cc(N2C(=O)C3CCC(c4ccccc4)CC3C2=O)no1 (stereo not drawn) | 9 | 1 | 4 | 6 | 9 | -13 | 0 | 14 | 4
50 | CCOC(=O)Cn1cnc(-c2ccc([N+](=O)[O-])cc2)c1 | 4 | 0 | 5 | -7 | -6 | -4 | -4 | 14 | -2
51 | NCCCC[C@H](N)c1nnc([C@H](CC(=O)O)NC(=O)C2CCNCC2)o1 | -8 | 1 | 3 | -4 | -8 | -6 | -14 | 13 | 5
